Bioassay records deposited in PubChem BioAssay by Sanford-Burnham Center for Chemical Genomics.
APOBEC3A inh = APOBEC3A ssDNA deaminase inhibitors, primary screen, selectivity assay for APOBEC3G inhibitor project, biochemical, FAM/TAMRA oligo cleavage fluorescence; AID 493011, 2011; recombinant A3A, FAM/TAMRA ssDNA deamination fluorescence; DNA dC->dU-editing enzyme APOBEC-3A (Homo sapiens), P31941; hit rate 0.41% among 330,000; inhibition, % at 20 µM;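 active means at least 40% inhibition at 20 µM here, with at most 30% in a related deaminase screen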;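 further: plate controls were A3A with DMSO for no effect and wells lacking A3A enzyme for full effect; some results filed as inactive read as strong as hits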
tim10-1 inh = growth inhibitors of tim10-1 mutant yeast, primary screen, luminescence, uHTS; S. cerevisiae tim10-1 ts strain growth, BacTiter-Glo, 24 h; inhibition, % at 20 µM; hit rate 2.2% among 330,000; AID 463190, 2010;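 active means inhibition of at least 40%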;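 further: mutant grown at 25 °C; 0% = DMSO wells with yeast and 100% = wells holding no yeast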
MIN6 prolif = inducers of MIN6 beta-cell proliferation, primary screen, ATP luminescence, uHTS; MIN6 cells proliferation, ATPlite luminescence, 48 h; cells starved in 0.2% serum; 100% = growth in 10% serum; proliferation, % at 10 µM; hit rate 0.29% among 330,000;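 active means compounds whose signal lies at least 3.5 SD above the mean of all wells on their plate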;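 further: 0% = DMSO-treated cells in low-serum medium and 100% = 10% serum control; some compounds called inactive have numbers as strong as hits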
hIAP block = human IAP inhibitors, primary screen, biochemical, luminescence, uHTS; purified IAP, CDP-Star luminescence, 30 min; AID 2544, 2010; inhibition, % at 10 µM; hit rate 0.12% among 330,000; Intestinal-type alkaline phosphatase (Homo sapiens), P09923;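 active means inhibition reaching a set limit with compound at 10 µM in the primary screen, cut at about 35% in these data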;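 further: plate controls were DMSO wells with enzyme for no effect and no-enzyme buffer wells for full effect; values of inactives mirror those of a sister screen read the other way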
Target sequence (P09923 whole entry, looked up): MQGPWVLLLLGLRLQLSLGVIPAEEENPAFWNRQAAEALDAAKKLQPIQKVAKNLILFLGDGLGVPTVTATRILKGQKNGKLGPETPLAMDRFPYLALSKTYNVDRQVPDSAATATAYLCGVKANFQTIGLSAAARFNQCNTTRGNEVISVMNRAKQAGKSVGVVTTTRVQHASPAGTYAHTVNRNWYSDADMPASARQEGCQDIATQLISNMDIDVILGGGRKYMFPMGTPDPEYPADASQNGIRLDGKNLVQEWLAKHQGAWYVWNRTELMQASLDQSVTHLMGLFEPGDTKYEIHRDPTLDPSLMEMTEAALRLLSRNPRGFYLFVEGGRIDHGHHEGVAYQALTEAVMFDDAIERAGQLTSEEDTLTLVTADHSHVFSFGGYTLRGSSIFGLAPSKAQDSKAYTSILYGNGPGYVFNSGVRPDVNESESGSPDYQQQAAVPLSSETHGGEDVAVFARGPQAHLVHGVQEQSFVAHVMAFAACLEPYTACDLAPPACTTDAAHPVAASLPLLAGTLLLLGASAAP
A3G deaminase = APOBEC3G DNA deaminase inhibitors, primary screen, biochemical, fluorescence, single-stranded DNA substrate, uHTS | recombinant A3G, ssDNA deamination FAM/TAMRA fluorescence | DNA dC->dU-editing enzyme APOBEC-3G (Homo sapiens), Q9HC16 | hit rate 0.28% among 330,000 | inhibition, % at 20 µM;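 active means inhibition of at least 40% at 20 µM, with no more than 30% in the related APOBEC3A deaminase screen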;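 further: plate controls were DMSO wells with A3G for no effect and wells lacking A3G enzyme for full effect; some compounds called inactive have numbers as strong as hits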
Target sequence (Q9HC16 whole entry, looked up): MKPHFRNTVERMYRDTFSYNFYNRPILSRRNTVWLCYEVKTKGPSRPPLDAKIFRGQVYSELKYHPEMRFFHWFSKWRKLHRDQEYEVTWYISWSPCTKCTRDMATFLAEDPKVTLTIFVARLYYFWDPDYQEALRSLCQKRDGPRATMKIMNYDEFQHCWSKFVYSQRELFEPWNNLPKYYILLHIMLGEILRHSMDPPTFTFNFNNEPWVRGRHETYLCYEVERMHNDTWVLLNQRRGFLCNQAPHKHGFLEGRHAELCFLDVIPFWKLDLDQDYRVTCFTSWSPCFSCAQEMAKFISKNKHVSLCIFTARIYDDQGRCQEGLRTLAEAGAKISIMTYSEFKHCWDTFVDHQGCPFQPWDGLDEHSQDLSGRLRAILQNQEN
TIM10 inh = growth inhibitors of isogenic TIM10 control yeast, primary screen, counter-screen for tim10-1 yeast inhibitor project, luminescence, uHTS. S. cerevisiae TIM10 strain growth, BacTiter-Glo luminescence, 24 h. inhibition, % at 10 µM. hit rate 1.4% among 330,000;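 active means inhibition of 40% or more at the single tested concentration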;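 further: wild-type TIM10 isogenic control strain grown at permissive 25 °C; 0% = DMSO yeast wells and 100% = minimal medium wells without yeast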
mIAP act = activators of mouse IAP, primary screen, biochemical, luminescence, uHTS | intestinal alkaline phosphatase [Mus musculus] | muIAP, CDP-Star luminescence, 30 min; stronger effect = higher value; 1 = vehicle-only enzyme signal, 0 = enzyme-free wells | activation factor at 10 µM | hit rate 0.24% among 330,000 | AID 2805, 2010;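 active means activation factor of at least 2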; further: the source names both 10 and 20 µM as test concentration; values of inactives mirror those of a sister screen read the other way
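Assay system: mouse IAP enzyme; Reagent: CDP-Star chemiluminescent phosphatase substrate; Compound: DMSO-dissolved test compounds; Incubation: 30 min, room temperature; Technique: luminescence from enzymatic CDP-Star hydrolysis; Controls: DMSO-only wells and no-enzyme negative control.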
mIAP inh = inhibitors of mouse IAP, primary screen, biochemical, luminescence, uHTS; hit rate 0.2% among 330,000; intestinal alkaline phosphatase [Mus musculus]; inhibition, % at 10 µM; purified mouse IAP, CDP-Star luminescence, 30 min;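 active means inhibition of at least 40% at 10 µM in the primary screen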;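 further: plate controls were DMSO with enzyme for no effect and no enzyme wells for full effect; values of inactives mirror those of a sister screen read the other way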
NLRP3 yeast inh = NALP3 inflammasome inhibitors in reconstituted yeast, primary screen, luminescence, uHTS. AID 2825, 2010. inhibition, % at 10 µM. hit rate 0.39% among 330,000. Yeast reconstituted NLRP3/ASC/caspase-1, beta-gal luminescence, 24 h;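 active means inhibition of 50% or more; inactive means inhibition below 50%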;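 further: plate controls were induced DMSO wells for no effect and uninduced yeast grown without galactose for full effect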
* hit, by the source's call.

SMILES	APOBEC3A inh	tim10-1 inh	MIN6 prolif	hIAP block	A3G deaminase	TIM10 inh	mIAP act	mIAP inh	NLRP3 yeast inh
O=C(Nc1ccccc1)c1ccccc1OCc1ccc(S(=O)(=O)N2CCOCC2)cc1	1	-12	1	-4	0	-6	1	-1	8
CC(C)CNC(=O)COC(=O)CCC(=O)c1cccs1	-2	9	-2	-16	-3	7	0.94	6	8
COc1cc(O)sc1C=Nc1ccc(Cl)cc1Cl	-2	8	1	-4	-8	11	0.89	11	9
COc1cccc(CNC(=O)COC(=O)c2cccc(S(=O)(=O)N3CCN(C(C)=O)CC3)c2)c1	-3	1	2	7	-5	6	1.1	-10	8
CCn1nnc(NC(=O)CSc2ccc(Cl)cc2)n1	33	22	-1	5	7	3	0.98	2	-14
C=CCNC(=S)Nc1cccc([N+](=O)[O-])c1	-1	18	0	15	-4	2	0.89	11	19
Nn1c(SCC(=O)NC2CCS(=O)(=O)C2)nnc1-c1cccs1 (stereo not given)	0	0	-2	-23	-3	-21	1	-4	-4
CCN(CC)S(=O)(=O)c1ccc(C(=O)OCC(=O)NC2CCCC2)cc1	-4	28	1	-14	-8	-7	1	-4	-2
O=C(O)c1ccc(S(=O)(=O)N(Cc2ccccc2)C2CCCCC2)cc1	-2	28	4	-2	1	1	1	-2	6
Cc1[nH]n(C)c(=O)c1C(=O)c1c(-c2c(Cl)cccc2Cl)noc1C	2	-9	-1	8	5	-33	0.93	7	19

Three entries out of the list above, arranged by their value in A3G deaminase, smallest number first.
| Molecule | A3G deaminase |
| --- | --- |
| CC(C)CNC(=O)COC(=O)CCC(=O)c1cccs1 | -3 |
| Cc1[nH]n(C)c(=O)c1C(=O)c1c(-c2c(Cl)cccc2Cl)noc1C | 5 |
| CCn1nnc(NC(=O)CSc2ccc(Cl)cc2)n1 | 7 |

Additional entries follow:
SMILES	APOBEC3A inh	tim10-1 inh	MIN6 prolif	hIAP block	A3G deaminase	TIM10 inh	mIAP act	mIAP inh	NLRP3 yeast inh
Cc1ccc(C(=O)Oc2cccc(-n3cnnn3)c2)cc1	-1	14	-3	11	-8	-3	1.1	-11	20
O=C(NCC(=O)N(Cc1ccccc1)C(C(=O)NCC1CCCO1)c1ccccc1)c1ccco1 (stereo not given)	1	6	0	3	-3	-1	1	-4	5
COc1ccc(NC(=O)N(C)C[C@H]2Oc3c(NC(=O)Nc4c(C)noc4C)cccc3C(=O)N([C@H](C)CO)C[C@@H]2C)cc1	-5	-9	0	-7	-7	-3	0.96	4	4
CC(CNC(=O)CCc1nnc(CCC2CCCCC2)o1)c1ccccc1 (stereo not given)	1	40	0	-51	-2	23	0.97	3	12
CCn1cc(/C=C(\NC(=O)c2ccccc2OC)C(=O)N2CCN(C)CC2)c2ccccc21	-9	9	3	-28	-7	5	0.98	2	5
Cc1cccc(CN2CCN(c3ncccn3)CC2)c1	-1	-5	-2	-11	-3	-1	1.1	-8	9
Cc1ccc(OCCOc2cccc(/C=N/NC(N)=O)c2)cc1	-1	-2	0	3	-10	6	0.99	1	6
O=C(c1cc(-c2ccco2)nc2ccccc12)N1CCCC(C(F)(F)F)C1 (stereo not given)	33	23	-2	12	9	15	0.89	11	3
CCOC(=O)c1cccc(NC(=O)CN(c2ccc(OC)cc2)S(=O)(=O)c2c(C)noc2C)c1	-3	21	-4	4	-6	22	1.1	-11	-3
CSc1nnc(N(CCC#N)CCC#N)s1	2	12	-2	4	-2	-8	0.92	8	24
O=C(O/N=C1\CCCc2ccccc21)c1cccs1	-4	15	-3	-16	-8	38	1.1	-10	-17
O=C(N/N=C/c1ccc([N+](=O)[O-])o1)C(O)c1ccccc1 (stereo not given)	-3	-8	-1	2	-10	3	0.67	33	7
CC(=O)C[C@H]1c2cc(C(F)(F)F)ccc2S(=O)(=O)N1C1CCCC1	-1	9	-1	14	-8	5	1	-4	-8
Cc1cc(C)nc(SCC(=O)Nc2ccc(S(=O)(=O)NCCO)cc2)n1	0	0	-1	-7	-5	-3	0.96	4	-5
COC(CNS(=O)(=O)c1ccc(S(=O)(=O)NC2CC2)cc1)OC	-6	11	2	10	-9	-12	1	-2	17
COc1ccc(OCc2nnc(SCC(=O)N3CCCc4ccccc43)n2-c2ccc(C)cc2)cc1	1	28	1	0	-9	24	1	0	-11
Cn1c2c(c(=O)n(C)c1=O)C(c1ccc(Cl)cc1)C(C#N)=C(N)O2 (stereo not given)	-1	10	0	2	-6	6	0.99	1	8
CCCCCCCCC(=O)N/N=C(\C)c1cccnc1	-3	14	-1	-3	-3	1	1	-2	5
CCOc1cc(NC(=O)c2ccco2)c(OCC)cc1NC(=O)COc1ccccc1C	6	12	-6	9	-2	-1	0.93	7	-3
COc1cc(NC(=O)c2ccccc2)c(OC)cc1NC(=O)Cc1cccs1	33	33	-4	1	17	11	0.99	1	16
CC(C(=O)Nc1ccc2c(c1)OCO2)N(C)CC(=O)Nc1ccccc1Cl (stereo not given)	-1	-13	4	-11	-7	-2	1.2	-24	21
COc1cccc(S(=O)(=O)NCC(=O)Nc2ccc(C(C)(C)C)cc2)c1	-1	13	-1	-6	0	22	1.1	-9	4
CN=C1S/C(=C\c2cccc(Cl)c2Cl)C(=O)N1C	2	34	-1	2	-1	27	0.84	16	18
CCOc1ccc(N2CC(C(=O)NC(C)C)CC2=O)cc1 (stereo not given)	-5	16	0	4	-9	5	1.1	-10	-4
CCOc1ccc(NC(=O)Cn2c(=O)n(CCCC(=O)NC3CCN(Cc4ccccc4)CC3)c(=O)c3ccccc32)cc1	2	5	-3	-1	-1	-12	1	0	18
CC1CCc2cc(F)ccc2N1C(=O)c1cc2nc(-c3ccco3)cc(C(F)(F)F)n2n1 (stereo not given)	-2	0	-5	-12	-2	-7	0.94	6	13
O=C(c1ccc(Br)o1)N1CCN(c2ncccn2)CC1	-2	9	-2	-12	-7	1	1.1	-9	20
O=C(CSc1ncn[nH]1)Nc1ccc(OCc2ccccc2)cc1	24	6	0	-14	1	6	0.92	8	14
O=C(COC(=O)c1cccs1)NCc1cccs1	0	-11	0	3	-2	10	0.97	3	10
COC(=O)c1c(NC(C)=O)sc(C(=O)Nc2ccccc2F)c1C	3	-3	2	1	-10	-17	1	-3	6
COCCCNc1nc2c(c(=O)n(Cc3ccc(Cl)cc3)c(=O)n2C)n1C	-3	26	-3	-11	3	16	0.98	2	19
O=C(CCN1C(=O)/C(=C/c2ccc(Cl)cc2)SC1=S)Nc1cccc(C(=O)O)c1	-1	-7	0	15	-5	3	0.85	15	15
COCCCNC(=O)CCc1nnc(Cc2ccc(-c3ccccc3)cc2)o1	1	7	-4	-3	5	7	1	0	3
O=C(CCS(=O)(=O)Cc1ccccc1)Nc1nc2c(s1)CCCC2	3	-4	-1	-11	0	-11	1.1	-8	14
COc1ccc(Cc2nnc(NC(=O)c3ccc(C)cc3)s2)cc1OC	-8	6	-1	-16	-14	4	1	-1	7
COc1ccc(C)cc1NC(=O)Nc1ccc(C(=O)N2CCCC2)cc1	2	3	-3	4	0	2	1.1	-12	20
COc1ccccc1NS(=O)(=O)c1cc(NC(=O)CNC(=O)c2cc(C)cc(C)c2)ccc1C	-2	14	-1	6	5	-5	1	-4	-7
COc1ccc(CCC(=O)NCc2ccc3c(c2)OCO3)cc1	-3	-6	-4	6	-10	10	1	-2	28
COc1cccc(CN2C(=O)CCC2(C)C(=O)NC2CCCC2)c1 (stereo not given)	-5	2	0	-16	-5	-11	0.96	4	9
O=C(CN1C(=O)c2cccc3cccc1c23)Nc1cccnc1	0	6	0	-20	1	-14	0.97	3	-1
CCOc1ccc(C(=O)OCCCN(C)C)cc1	4	2	-1	-27	-5	-1	1	-1	15
CC(=O)N1CCC(N(CCN2CCOCC2)C(=S)Nc2ccc(C)cc2)CC1	-10	-14	0	1	-8	-12	1	-4	-7
O=C1NC(=Nc2ccccc2Br)SC1(CO)CO	-2	1	-2	-13	-5	-10	0.95	5	23
CCCC(=O)OC1CC(C)N(C(=O)c2ccccc2)c2ccc(C)cc21 (stereo not given)	-4	19	-2	10	-7	26	0.92	8	0
CC(C)n1c(=S)[nH]c2scc(-c3cccs3)c2c1=O	21	6	-5	0	16	26	0.77	23	23
CCOc1ccc(NC(=O)c2ccccc2NC(=O)CN2CCN(C(C)=O)CC2)cc1	1	12	4	6	-3	2	0.99	1	-1
Cc1noc(C)c1NC(=O)N(C)C[C@H]1Oc2ccc(NC(=O)CCN3CCOCC3)cc2C(=O)N([C@H](C)CO)C[C@@H]1C	-1	-7	-3	6	-2	0	0.99	1	21
CCN(C(C)=O)c1nc(CCl)cs1	-6	6	-1	-2	-5	-26	1	-4	-3
CC(=O)c1cc2c(cc1NC(=O)CSc1nc3ccccc3[nH]1)OCO2	-2	29	-1	23	-3	23	0.94	6	13
O=c1c2ccccc2nc(SCc2ccc([N+](=O)[O-])cc2)n1CCCO	-1	24	0	16	-7	11	0.88	12	11

More entries follow:
SMILES	APOBEC3A inh	tim10-1 inh	MIN6 prolif	hIAP block	A3G deaminase	TIM10 inh	mIAP act	mIAP inh	NLRP3 yeast inh
O=C(CSC(=S)N1CCCC1)Nc1ncc(Cl)cc1Cl	-4	17	-2	0	-5	4	1	0	29
Cc1ccc(-c2csc3ncnc(SCC(N)=O)c23)cc1	2	31	0	-7	0	7	0.97	3	-13
O=C(O)c1cccc(NC(=S)N/N=C/c2cccnc2)c1	-3	6	-4	7	-5	10	0.89	11	8
COc1ccc2c(c1)C(C)=CC(C)(C)N2C(=O)C(C)N1C(=O)c2ccccc2C1=O (stereo not given)	-3	37	-1	-3	-4	32	0.99	1	17
COc1cc(SC)ccc1C(=O)OCC(=O)NC(=O)NC(C)C	-2	13	-4	-2	-6	12	1.1	-6	13
Nc1nn(-c2ccccc2)nc1C(=O)OCc1ccccc1	-1	1	2	14	-11	7	0.89	11	-15
Cc1cc(=O)[nH]c(N/N=C/c2ccc(-c3ccc([N+](=O)[O-])cc3)o2)n1	-1	18	0	0	1	6	0.85	15	8
N#CC1=C(N)OC2=C(C(=O)CC(c3ccccc3)C2)C1c1ccc2c(c1)OCO2 (stereo not given)	-2	32	-3	6	-5	19	0.97	3	21
O=C(CNC(c1ccccc1)c1ccccc1)Nc1c(F)cccc1F	-1	21	0	-10	30	31	1	-3	11
O=C(CN1CCN(c2ccccn2)CC1)Nc1cccc(S(=O)(=O)N2CCOCC2)c1	2	18	-1	6	-5	3	1	-2	-5
O=C(CCNC(=O)c1ccc(Br)cc1)Nc1nc2ccccc2[nH]1	-1	-3	3	-18	-9	-7	0.84	16	9
